Source: PubChem (National Center for Advancing Translational Sciences (NCATS))
RXFP1 antagonist – blocks the human relaxin receptor RXFP1; HEK293-RXFP1, relaxin-stimulated cAMP HTRF, 30 min; active compounds read low; activity change, negative = inhibition, % at 57.5 µM; 350,000 tested, 0.59% active; AID 1259400;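 active = activity change of -60% or lower, but not beyond a set lower limit; inconclusive = change between -60% and -40%, or beyond the set limit; inactive = change above -40%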
Target sequence (Q9HBX9 whole entry, looked up): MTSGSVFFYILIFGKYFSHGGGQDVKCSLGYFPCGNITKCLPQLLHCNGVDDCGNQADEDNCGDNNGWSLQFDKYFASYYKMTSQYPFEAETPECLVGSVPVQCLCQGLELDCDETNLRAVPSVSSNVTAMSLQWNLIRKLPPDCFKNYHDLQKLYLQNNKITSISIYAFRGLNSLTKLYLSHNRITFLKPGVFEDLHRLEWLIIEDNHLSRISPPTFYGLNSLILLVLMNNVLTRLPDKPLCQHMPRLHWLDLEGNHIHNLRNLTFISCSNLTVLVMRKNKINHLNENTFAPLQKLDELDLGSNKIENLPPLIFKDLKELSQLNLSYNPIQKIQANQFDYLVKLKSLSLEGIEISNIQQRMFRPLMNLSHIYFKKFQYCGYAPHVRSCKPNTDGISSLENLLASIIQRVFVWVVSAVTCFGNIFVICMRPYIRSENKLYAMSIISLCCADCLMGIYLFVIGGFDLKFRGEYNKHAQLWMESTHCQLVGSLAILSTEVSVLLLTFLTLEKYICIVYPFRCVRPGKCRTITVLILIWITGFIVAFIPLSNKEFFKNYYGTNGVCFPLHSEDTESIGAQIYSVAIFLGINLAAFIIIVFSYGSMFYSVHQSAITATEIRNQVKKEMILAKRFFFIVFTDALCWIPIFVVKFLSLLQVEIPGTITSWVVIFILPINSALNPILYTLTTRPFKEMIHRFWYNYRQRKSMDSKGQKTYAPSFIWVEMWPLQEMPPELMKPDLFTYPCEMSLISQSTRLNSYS
* hit, by the source's call; ? = inconclusive. % is set by controls: 0 for no effect and ±100 for the full control effect. This is a subset; the hit share may differ from the screen's.

| Structure | RXFP1 antagonist |
| --- | --- |
| CS(=O)(=O)N1Cc2ccccc2CC1C(=O)OCC(=O)NCc1ccccc1 (configuration not stated) | -3.9 |
| CCN1CCN(S(=O)(=O)c2ccc(Cl)c(C(=O)N(CCc3ccccc3)Cc3ccccc3)c2)CC1 | 6.7 |
| Cc1cc(C)n2nc(C)c(-c3ccccc3)c2n1 | 4.4 |
| CC(C)c1ccc(O)c(C(=O)c2cnn(-c3ccccc3)c2)c1 | -7.1 |
| Cc1n[nH]c(C)c1NC(=O)CN1CCN(S(=O)(=O)c2ccc(C(F)(F)F)cc2)CC1 | 8.8 |
| Cc1ccc2c(c1)CCO[C@@]21O[C@H](CCO)C[C@H](O)[C@H]1O | 10.9 |
| CCCOc1ccc(/C(O)=C2/C(=O)C(=O)N(CCN(C)C)C2c2ccncc2)cc1 (configuration not stated) | -2.0 |
| CC(=O)c1cccc(NC(=O)c2cc(S(=O)(=O)N3CCCCC3)ccc2N2CCOCC2)c1 | 6.7 |
| CN(Cc1c(F)cccc1Cl)C(=O)COC(=O)Cn1cnc2ccccc2c1=O | -2.7 |
| CCC12CCC3c4ccc(O)cc4CCC3C1CC(O)C2O (configuration not stated) | 5.9 |
| c1ccc(-n2nnnc2-c2cccc3ccccc23)cc1 | -14.3 |
| COc1ccccc1NS(=O)(=O)c1cc(C(=O)N2CCN(C(=O)c3ccco3)CC2)ccc1F | -12.3 |
| CCOc1ccc(NC(=O)CCC(=O)NNC(=O)c2cccc([N+](=O)[O-])c2)cc1 | -6.7 |
| Cc1ccc(NC(=O)COC(=O)Cn2cnc3ccccc32)c(C)c1 | -4.6 |
| CCC(C)c1ccccc1NC(=O)c1cccc(-n2cnnn2)c1 (configuration not stated) | 0.6 |
| CCN(C(=O)CSc1nnc(-c2ccc(F)cc2)n1C)C1CCS(=O)(=O)C1 (configuration not stated) | 0.1 |
| CCOC(=O)c1c[nH]c2ccc([N+](=O)[O-])cc12 | -6.1 |
| CN(C)Cc1ccccc1Sc1ccc2c(c1)CCCC2 | -30.8 |
| Cc1ccccc1CN(c1ccc(C(=O)N2CCN(C)CC2)cc1)S(C)(=O)=O | 3.5 |
| C[C@H](CO)N1C[C@H](C)[C@H](CN(C)S(=O)(=O)c2ccccc2)OCc2cnnn2CCCC1=O | -3.0 |
| CC1CCN(C(=O)COC(=O)c2ccccc2NCCO)CC1 | -1.0 |
| O=C(CN1C(=O)NC2(CCOc3ccccc32)C1=O)N1CCCCC1 (configuration not stated) | 5.4 |
| C[C@@H]1CN([C@H](C)CO)S(=O)(=O)c2ccc(-c3cccc(C(=O)N(C)C)c3)cc2O[C@H]1CN(C)C(=O)Nc1ccc(F)cc1 | -3.8 |
| O=C(NC(=S)Nc1cccc(NC(=S)NC(=O)c2ccccc2)c1)c1ccccc1 | -21.1 |
| CC1(C)NC(=O)N(CCC(=O)Nc2ccc(C(C)(C)C)cc2)C1=O | 0.4 |
| CC(=O)c1sc2c(c1OC(=O)c1ccccc1)c(=O)n(-c1ccccc1)c(=S)n2-c1ccccc1 | -7.0 |
| COc1ccccc1CNC(=O)CN1C(=O)NC(c2ccccc2)(c2ccccc2)C1=O | 15.8 |
| CCOC(=O)Nc1cccc2c1-c1ccc([N+](=O)[O-])cc1C2=O | -0.3 |
| COc1ccc2c(c1)Cc1c-2cc(Br)c(N)c1Br | 7.9 |
| CCCN1CCN(CCCNC(=O)CN2C(=O)COc3ccc(C(C)(C)C)cc32)CC1 | -12.6 |

(cont.)
| Structure | RXFP1 antagonist |
| --- | --- |
| C=C(CN(C)C)C(=O)c1ccc(OC2OC(COC(C)=O)C(OC(C)=O)C(OC(C)=O)C2OC(C)=O)cc1 (configuration not stated) | -3.6 |
| O=C(O)c1ccc(NN=CC2=C(N3CCOCC3)/C(=C/c3ccccc3)CC2)cc1 | -13.8 |
| O=C(Cc1ccc(S(=O)(=O)N2CCCC2)s1)Nc1cccc([N+](=O)[O-])c1 | 0.4 |
| O=CNC1c2ccccc2CCc2ccccc21 | -5.0 |
| O=C1c2c(Cl)c(Cl)c(Cl)c(Cl)c2C(=O)N1c1nccs1 | -4.3 |
| Nc1ccc2c(c1)C(=O)c1cc([N+](=O)[O-])ccc1-2 | -4.5 |
| N#CCN(C(=O)CSc1nnc(C2CC2)n1C1CC1)c1ccccc1 | 4.3 |
| Nc1cc(Cl)cc2c1-c1ccc(Cl)cc1C2 | -2.3 |
| Cc1ccc(OCCC(=O)OCC(=O)NC2CCCCC2)cc1 | -2.1 |
| COc1ccc(C(=O)OCC(=O)N2CCN(S(=O)(=O)c3ccc(C)cc3)CC2)cc1[N+](=O)[O-] | -1.4 |
| Cn1cccc1C(=O)OCC(=O)Nc1ccc2c(c1)OCCO2 | -12.1 |
| C[C@H]1Cn2cnc(C(=O)Nc3cccc(Cl)c3)c2C(=O)N1 | -1.6 |
| O=C1CSC(=S)N1Cc1cccs1 | -30.4 |
| CC(C)C1C(=O)N(Cc2cn(CC3CCCCC3)nn2)CCS(=O)(=O)N1Cc1ccc(-c2ccc(Cl)cc2)cc1 (configuration not stated) | 4.1 |
| CC(=O)Nc1cc2c3c(cccc3c1)-c1ccccc1-2 | 5.7 |
| CCN(CC)S(=O)(=O)c1cc(NC(=O)Cc2ccc(S(=O)(=O)N3CCOCC3)s2)ccc1Cl | 0.5 |
| N=c1c2ccccc2nc2n1CCCCC2 | 3.7 |
| CC(C)n1c(CN2CCN(C)CC2)nc2c1c(=O)n(C)c(=O)n2C | -10.6 |
| Cc1ccc(C(=O)Nc2ccc(Nc3ccccc3)cc2)cc1Br | -35.2 |
| O=C(OCC1(COC(=O)c2cccnc2)CCCC(COC(=O)c2cccnc2)(COC(=O)c2cccnc2)C1O)c1cccnc1 | -8.1 |
| O=c1[nH]c2cc(Cl)cc([N+](=O)[O-])c2c2ccc(Cl)cc12 | 1.3 |
| COc1ccc2c(CC(=O)NNC(=O)c3ccc(O)cc3)coc2c1 | -2.8 |
| CCOc1ccc(Oc2ccc(NS(=O)(=O)c3ccc(CCC(=O)O)cc3)cc2)cc1 | 6.8 |
| O=C(CSc1n[nH]c(-c2ccc(Br)cc2)n1)NC1CCCC1 | ? |
| CCN(CC(=O)Nc1ccc(NC(C)=O)cc1)C(=O)c1cc([N+](=O)[O-])ccc1Sc1ccc(Cl)cc1 | 1.7 |
| CCOC(=O)C1CCCN(C(=S)Nc2ccc(S(=O)(=O)N3CCOCC3)cc2)C1 (configuration not stated) | -13.6 |
| CCCCN1C(=O)C(CC(=O)NC2CC2)CC(C(=O)N2CCOCC2)=C1C (configuration not stated) | 0.3 |
| Cc1ccc(NC(=O)CSc2nc3ccccc3c(=O)[nH]2)cc1[N+](=O)[O-] | -14.1 |
| COc1ccc(/C=C/C(=O)c2cc(F)ccc2OC(=O)c2ccccc2)cc1OC | -15.8 |
| O=C(O)C1C=Cc2ccccc2N1C(=O)c1ccccc1 (configuration not stated) (tested in a mixture with another compound) | 0.5 |

Some of the entries so far, with each value named:
Structure: Nc1ccc2c(c1)C(=O)c1cc([N+](=O)[O-])ccc1-2
  RXFP1 antagonist = -4.5
Structure: N#CCN(C(=O)CSc1nnc(C2CC2)n1C1CC1)c1ccccc1
  RXFP1 antagonist = 4.3

Continued.
| Structure | RXFP1 antagonist |
| --- | --- |
| CCc1cccc(C)c1NC(=O)CSc1n[nH]c(N)n1 | -0.6 |
| O=C(Nc1ccccc1N1CCCCC1)c1ccc(-c2cc(Cl)ccc2Cl)o1 | -0.3 |
| Cc1cc(C)c(-c2c(O)c3cccnc3n(C)c2=O)c(C)c1 | -13.5 |
| Cn1c2c(sc1=O)CCC2 | -2.2 |
| CCN1CCN(c2ccc(S(=O)(=O)N3CCOCC3)cc2NC(=O)c2ccc(OCC(C)C)cc2)CC1 | 4.3 |
| CCCCN(C(=O)CC1CCCC1)c1c(N)n(Cc2ccccc2)c(=O)[nH]c1=O | -1.2 |
| CC(C(=O)N1CCCC1)N(c1ccc(Cl)cc1)S(C)(=O)=O (configuration not stated) | 2.2 |
| CCc1nc2ccccc2c(C(=O)OCC(=O)NC2CC2)c1C | 2.3 |
| O=C(CNC(=O)c1cccc(-n2cccc2)c1)Nc1ccccc1Br | -7.3 |
| C[C@H]1CN([C@@H](C)CO)C(=O)CCCn2cc(nn2)CO[C@@H]1CN(C)C(=O)Nc1ccccc1F | -12.6 |
| C[C@H](CO)NC(=O)c1nc[nH]c1C(=O)N[C@@H](C)c1ccccc1 | 10.7 |
| N#Cc1ccc(OCC(=O)OCC(=O)c2ccccc2)cc1 | 2.9 |
| O=C(COC(=O)C12CC3CC(CC(Cl)(C3)C1)C2)N1CCCCC1 | -17.3 |
| C[C@H]1CN([C@@H](C)CO)S(=O)(=O)c2ccc(Br)cc2O[C@H]1CN(C)C(=O)c1cccc(F)c1 | 4.1 |
| CC(=O)N1CCc2cc([N+](=O)[O-])ccc21 | -15.5 |
| CN(C(=O)COC(=O)Cc1ccccc1[N+](=O)[O-])C1CCS(=O)(=O)C1 (configuration not stated) | -11.8 |
| COc1ccccc1CNC(=O)COC(=O)c1ccncc1 | -11.1 |
| O=C1NC(=O)/C(=C\c2ccc(Cl)cc2Cl)N1 | 2.2 |
| Cc1cc(NC(=O)NCc2ccco2)ccc1NC(=O)NCc1ccco1 | -15.8 |
| COc1cccc(NC(=O)CN(C)C(=O)c2cc(-c3ccccc3)nn2-c2ccccc2)c1 | -3.1 |
| COc1ccc(C=NN=C2c3ccccc3-c3ccccc32)cc1O | 1.6 |
| O=C(/C=C/c1ccc(Cl)cc1)N1CCN(CCN2C(=O)c3cccc4cccc(c34)C2=O)CC1 | 11.7 |
| O=C(COc1ccccc1F)Nc1nc(-c2ccccn2)cs1 | -8.7 |
| Cc1ccc(CN2CC(C(=O)Nc3ccc(C)c(S(=O)(=O)N4CCCCC4)c3)CC2=O)cc1 (configuration not stated) | -7.6 |
| COc1cccc(-c2ccc3c(c2)O[C@@H](CN(C)Cc2cncnc2)[C@@H](C)CN([C@H](C)CO)S3(=O)=O)c1 | 7.2 |
| O=[N+]([O-])c1cc(-c2ccccc2)cc([N+](=O)[O-])c1O | 8.0 |
| O=C(NCc1ccc(Cl)c(Cl)c1)C1CCCC1 | 10.1 |
| CS(=O)(=O)c1ccc(Cl)c(NC(=O)CCN2C(=O)NC3(CCCC3)C2=O)c1 | 4.0 |
| c1ccc(Cc2nnc3sc(-c4ccc5c(c4)OCO5)nn23)cc1 | -0.5 |
| CC1(C(=O)O)CCC2(C)CCC3(C)C(=CC(=O)C4C5(C)CCC(=O)C(C)(C)C5CCC43C)C2C1 (configuration not stated) | 5.6 |

Remaining list, next part:
| Structure | RXFP1 antagonist |
| --- | --- |
| Cc1ccccc1-n1c(SC(C)C(=O)NCC2CCCO2)nnc1-c1ccncc1 (configuration not stated) | -1.4 |
| C[C@@H](NC(=O)c1ncn2c1C(=O)NC[C@@H]2C)c1ccccc1 | 2.0 |
| Cc1ccc(NC(=O)c2cnccn2)cc1S(=O)(=O)N1CCCCCC1 | -1.0 |
| C/C(=C\C(=O)c1ccc(C)cc1)NCc1ccc(F)cc1 | -17.1 |
| CSC1=NC2(C[C@H]2c2ccccc2)C(=O)N1C (some centres not stated) | 6.9 |
| CCCCN1CC(Br)C(=O)NC1=O (configuration not stated) | 3.6 |
| COc1ccc(CN2C(=O)C(CC(=O)NCCCCc3ccccc3)CC(C(=O)N(C)C)=C2C)cc1 (configuration not stated) | -3.4 |
| Cc1cc(C)c(C)c(S(=O)(=O)N2CCC(C(=O)OCC(=O)NC3CCS(=O)(=O)C3)CC2)c1C (configuration not stated) | -3.1 |
| COc1ccc(OC)c(-c2cc(C(=O)Nc3ccccc3C(N)=O)c3ccccc3n2)c1 | -3.1 |
| C[C@@H]1CN([C@@H](C)CO)S(=O)(=O)c2ccc(Br)cc2O[C@H]1CN(C)C(=O)c1ccncc1 | -4.1 |
| O=C1CCCCC1Nc1ccc([N+](=O)[O-])cc1 (configuration not stated) | 1.0 |
| CC(=O)c1ccc(N2CCN(C(=O)C(=O)c3cn(CC(=O)N4CCOCC4)c4ccccc34)CC2)cc1 | 3.2 |
| CC(C)CC1C(=O)N(Cc2cn(Cc3ccco3)nn2)CCS(=O)(=O)N1Cc1ccc(-c2ccc(F)cc2)cc1 (configuration not stated) | 4.1 |
| CC(Oc1ccc(F)cc1)C(=O)Nc1cccc(S(=O)(=O)N(C)c2ccccc2)c1 (configuration not stated) | 1.1 |
| Cc1cccc(NC(=O)c2ccc(NS(=O)(=O)c3cccc4cccnc34)cc2)c1 | -2.0 |
| Cc1ccc(C(=O)N(C)Cc2nc3ccccc3c(=O)[nH]2)cc1NC(=O)c1ccco1 | -27.5 |
| O=C(Cc1ccc(S(=O)(=O)N2CCOCC2)s1)N1CCN(S(=O)(=O)c2ccccc2F)CC1 | 5.2 |
| CCOc1ccc(S(=O)(=O)N2CCN(C(=O)COc3ccc(Br)cc3)CC2)cc1 | 13.3 |
| CSc1ccc(S(=O)(=O)NCC(=O)OCC(=O)N(C)CC(=O)Nc2ccc(F)cc2)cc1[N+](=O)[O-] | 3.9 |
| Cc1ccc(S(=O)(=O)N2CCN(C(=O)c3cc(S(=O)(=O)N4CCOCC4)ccc3F)CC2)cc1 | 0.8 |
| COc1ccc(CN(C)C[C@@H]2OCCCC[C@H](C)Oc3ccc(NC(=O)Cc4ccccc4)cc3C(=O)N([C@@H](C)CO)C[C@@H]2C)cc1 | -12.6 |
| C=CCOc1ccccc1CNn1c(C)n[nH]c1=S | 10.0 |
| C=CCNc1nc(-c2ccc3c(c2)OCCO3)cs1 | 1.6 |

Filtered by structure: those above with bromine
| Structure | RXFP1 antagonist |
| --- | --- |
| COc1ccc2c(c1)Cc1c-2cc(Br)c(N)c1Br | 7.9 |
| Cc1ccc(C(=O)Nc2ccc(Nc3ccccc3)cc2)cc1Br | -35.2 |
| O=C(CSc1n[nH]c(-c2ccc(Br)cc2)n1)NC1CCCC1 | ? |
| O=C(CNC(=O)c1cccc(-n2cccc2)c1)Nc1ccccc1Br | -7.3 |
| C[C@H]1CN([C@@H](C)CO)S(=O)(=O)c2ccc(Br)cc2O[C@H]1CN(C)C(=O)c1cccc(F)c1 | 4.1 |
| CCCCN1CC(Br)C(=O)NC1=O (configuration not stated) | 3.6 |
| C[C@@H]1CN([C@@H](C)CO)S(=O)(=O)c2ccc(Br)cc2O[C@H]1CN(C)C(=O)c1ccncc1 | -4.1 |
| CCOc1ccc(S(=O)(=O)N2CCN(C(=O)COc3ccc(Br)cc3)CC2)cc1 | 13.3 |
